# Source: PubChem BioAssay
# FLuc inh: Firefly luciferase inhibition profiling of diverse chemical library using quantitative high-throughput screening | actives 2.5% (n = 76,000) | purified P. pyralis luciferase, luminescence, biochemical | Luciferin 4-monooxygenase (Photinus pyralis), P08659 | Potency, µM (series often up to 115 µM), without a hit: top-dose activity change, negative = inhibition, actives largely listed as inhibitors | AID 1347043, 2019; note: potency is the fitted concentration of half-maximal effect; nearly all actives have a fitted effect of over 65% in size
# Target sequence (P08659 whole entry, looked up): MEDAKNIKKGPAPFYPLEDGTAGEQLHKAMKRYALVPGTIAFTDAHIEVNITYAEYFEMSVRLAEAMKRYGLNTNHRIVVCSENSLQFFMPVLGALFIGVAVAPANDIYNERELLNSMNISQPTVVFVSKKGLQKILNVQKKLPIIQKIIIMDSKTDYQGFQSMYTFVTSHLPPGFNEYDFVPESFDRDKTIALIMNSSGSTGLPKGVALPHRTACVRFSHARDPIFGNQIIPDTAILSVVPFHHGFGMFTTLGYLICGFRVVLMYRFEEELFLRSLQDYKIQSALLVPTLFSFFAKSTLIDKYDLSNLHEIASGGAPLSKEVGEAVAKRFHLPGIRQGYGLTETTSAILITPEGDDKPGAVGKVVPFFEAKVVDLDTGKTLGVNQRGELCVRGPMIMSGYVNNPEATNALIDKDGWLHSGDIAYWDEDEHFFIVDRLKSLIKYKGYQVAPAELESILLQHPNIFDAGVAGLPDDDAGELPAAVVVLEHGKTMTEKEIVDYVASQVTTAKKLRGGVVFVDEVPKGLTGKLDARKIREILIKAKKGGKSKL
#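 Inhibitors were tested against purified firefly luciferase in a biochemical, low-substrate format (both substrates at 10uM) and luminescence measured with a CCD imager.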
# NIH3T3 tox: Cytotoxic Profiling in NIH 3T3 Cell Line of Diverse Libraries Using Quantitative High-Throughput Screening; NIH 3T3 viability, CellTiter-Glo ATP luminescence, 48-72 h; Potency, µM (series often up to 96.7 µM), without a hit: top-dose activity change, negative = cytotoxicity, usual class: inhibitors; actives 4.3% (n = 94,000); AID 1345082, 2018; note: potency is the fitted concentration of half-maximal effect; nearly all actives have a fitted effect of over 55% in size
#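 Mouse fibroblast NIH 3T3 cells, 400 per well, received compound via pintool and were incubated for 48 or 72 hr prior to CellTiter-Glo ATP luminescence measurement.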
# HEK293 viab: GF-AFC viability counterscreen for inhibitors of alpha-synuclein gene (SNCA) expression; HEK-293-SNCA-luc viability, GF-AFC fluorescence, 24 h; Potency, µM (highest dose often 57.1 µM), without a hit: at the highest dose activity change, negative = cytotoxicity, hits mostly cytotoxic; actives 0.12% (n = 150,000); AID 1671193, 2021;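 note: potency is the fitted concentration of half-maximal effect; 0% = DMSO-treated cells and -100% = medium-only wells without cells; nearly all actives have a fitted effect of over 30% in size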
#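 Cytotoxicity counterscreen: after 24 h compound treatment of genome-edited SNCA-luciferase HEK-293 cells, live-cell protease substrate GF-AFC read by fluorescence after 30 min; activity scaled between DMSO (0%) and medium-only (-100%), curves Hill-fitted.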
# GPT2 inhibitor: Primary qHTS assay for inhibitors of Glutamate pyruvate transaminase 2 (GPT2). Alanine aminotransferase 2 (Homo sapiens), Q8TD30. Recombinant GPT2, coupled pyruvate oxidase/HRP Amplex Red fluorescence. Potency, µM (titrated, usually from 57.7 µM), without a hit: at the top dose activity change, negative = inhibition, hits mostly inhibitors. actives 0.25% (n = 100,000); note: potency is the fitted concentration of half-maximal effect; nearly all actives have a fitted effect of over 60% in size; many of its hits are not listed in these tables
#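 GPT2 10ng/uL, a-KG 250uM, L-Ala 2mM, HEPES pH7.5 + 0.0001% Tween; 30 min RT. Then Amplex mix (PO/HRP/ThPP), 30 min RT dark, fluorescence. AOA 50uM used as positive control.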
# HEK cytotox: Cytotoxic Profiling in HEK 293 Cell Line of Diverse Libraries Using Quantitative High-Throughput Screening | HEK 293 viability, ATP luminescence (CellTiter-Glo), 48-72 h | Potency, µM (top dose mostly 115 µM), inactives show at the highest dose activity change, negative = cytotoxicity, usual class: inhibitors | actives 6.6% (n = 94,000) | AID 1345083, 2018; note: potency is the fitted concentration of half-maximal effect; nearly all actives have a fitted effect of over 60% in size
#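 Luminescence from cellular ATP, measured with CellTiter-Glo, indicates HEK 293 viability. Cells plated at 250 cells/well are treated with compound for 48 or 72 hr at 37 degree Celsius before reagent addition.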
# IP6K1 inhibitor: Primary qHTS assay for small molecule inhibitors of Inositol hexaphosphate kinase 1 (IP6K1) | Inositol hexakisphosphate kinase 1 (Homo sapiens), Q92551 | actives 0.81% (n = 140,000) | AID 1645851, 2021 | IP6K1 kinase, ADP-Glo luminescence, 2 h; hits give low values | activity change, % (series mostly up to about 58 µM); in the data active = activity change below about -25%
# Target sequence (Q92551 whole entry, looked up): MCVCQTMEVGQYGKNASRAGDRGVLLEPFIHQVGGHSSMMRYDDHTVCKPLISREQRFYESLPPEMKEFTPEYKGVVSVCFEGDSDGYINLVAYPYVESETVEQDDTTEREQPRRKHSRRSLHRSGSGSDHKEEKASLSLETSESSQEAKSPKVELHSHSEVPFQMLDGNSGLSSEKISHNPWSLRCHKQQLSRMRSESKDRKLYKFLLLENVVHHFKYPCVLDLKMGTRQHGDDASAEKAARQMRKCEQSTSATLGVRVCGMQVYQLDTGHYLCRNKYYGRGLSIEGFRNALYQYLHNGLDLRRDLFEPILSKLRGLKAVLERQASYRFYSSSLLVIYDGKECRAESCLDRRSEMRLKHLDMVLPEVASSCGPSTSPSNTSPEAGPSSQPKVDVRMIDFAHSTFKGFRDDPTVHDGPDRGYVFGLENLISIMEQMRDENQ
#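 ADP-Glo luminescence measures ADP made by human IP6K1 during a 2 h RT reaction with ATP/IP6 (mix at 1.3 mM/130 uM); top library doses 57.5 and 19.1 uM final.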
# SNCA expr inhib: Primary qHTS assay for inhibitors of alpha-synuclein gene (SNCA) expression | HEK-293 SNCA-luciferase knock-in, luminescence, 24 h | Potency, µM (series often up to 57.2 µM), for inactives: top-dose activity change, negative = inhibition, hits mostly inhibitors | actives 0.17% (n = 140,000) | AID 1671194, 2021;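 note: potency is the fitted concentration of half-maximal effect; plate controls were DMSO cells for no effect and cell-free wells for full effect; nearly all actives have a fitted effect of over 45% in size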
# * = called active by the depositor; i = inactive; ? = inconclusive; · = no result given; [ ] = another dose, or the depositor's remark. Unless noted, calls come from the whole dose curve; as a rule, active = well fitted curve in the direction sought with a large enough effect; inconclusive = small, poorly fitted or top-dose-only effect, or another doubt; inactive = no such curve, though single readings can be large; an effect the other way counts as inactive or inconclusive. Unless noted, % is set by controls: 0 for no effect and ±100 for the full control effect.
SMILES,FLuc inh,NIH3T3 tox,HEK293 viab,GPT2 inhibitor,HEK cytotox,IP6K1 inhibitor,SNCA expr inhib
Cc1nc2cccnc2n1CC1CCCN(S(=O)(=O)c2cc(F)cc(F)c2)C1 (stereo not drawn),3%,-23%,9%,i,?,-8,14%
COc1ccc(OCC2CN(Cc3cccc(F)c3)S(=O)(=O)c3cnccc3O2)cc1 (stereo not drawn),·,?,-8%[23.9 µM],i,?,14,-1%[25.6 µM]
O=C(Cn1ccn2nc(-c3ccccc3)c(CO)c2c1=O)Nc1cccc(Cl)c1,11%,-27%,-2%,i,?,-2,-8%
CCOc1ccc(CCNC(=O)CCCn2c(=O)c3cccn3c3cccnc32)cc1OCC,·,·,-12%,·,·,10,11%
COc1ccccc1CNC[C@H]1O[C@H](Cc2cc(-c3ccccc3)on2)CC[C@@H]1O,-1%[172 µM],89µM*,-16%[87.6 µM],-9%[88.5 µM],?,-9,28%[87.6 µM]
CCC(C)(C)NC(=O)C1CCN(S(=O)(=O)c2c(C)noc2/C=C/c2ccc(C)cc2)CC1,·,·,-4%,·,·,12,?
Cc1cnc(-c2ccccc2)n1CCC1CCN(C(=O)C2(c3ccccc3)CC2)CC1,·,?,-9%,1%,35µM*,22,-7%
Cc1cc(C)cc(NC(=O)C2(c3cccs3)CCOCC2)c1,·,·,8%,·,·,-6,?
COc1cccc(CSc2nc3n(n2)C(CC(C)C)C(C(=O)Nc2ccccc2C)=C(C)N3)c1 (stereo not drawn),·,·,-6%,·,·,5,-2%
CC(=O)Nc1ccc(CN2CCC3(C2)NC(=O)c2ccccc2CO3)cc1 (stereo not drawn),2%,-27%,-15%,-2%,-18%,14,-6%
CCC(=O)N1CCC2(CC1)NCCc1c2[nH]c2ccc(OC)cc12,-7%,-24%,-9%[12.5 µM],?,-28%,14,-6%
Cc1ccc(C)c(NC(=O)Cn2c(=O)ccc3cc(S(=O)(=O)N4CCCC4)ccc32)c1,·,·,1%,·,·,-1,-21%
O=C(Nc1cccc(F)c1)C1CCN(c2nc3ccccc3nc2C(F)(F)F)CC1,·,·,-12%,·,·,8,?
COc1cccc2c1OCCCN(c1cc(C3CC(O)C3)nc(N)n1)C2 (stereo not drawn),8%,13µM*,?,0%[11.5 µM],?,-8,2%
CC(C)c1noc(-c2cn(C3CCCN(C(=O)c4ccc(Cl)cc4)C3)nn2)n1 (stereo not drawn),10%,?,-2%,i,?,3,8%
CC(=O)c1ccc(NC(=O)c2cc(C)nn2-c2ccccc2)cc1,·,·,-12%,·,·,-9,84%[activator]
CCOc1ccc(S(=O)(=O)NCC(c2cccs2)S(=O)(=O)c2ccc(C)cc2)cc1 (stereo not drawn),·,·,-8%,·,·,20,-14%
O=C(NCc1nnc2c(-c3nc(C4CC4)no3)cccn12)c1ccc2ccccc2n1,0%,?,?,i,?,2,-29%
COCCOc1cc(-c2noc([C@@H]3CCCN3Cc3ccc(C(=O)O)cc3)n2)ccn1,-6%[172 µM],i,2%[87.6 µM],-10%[88.5 µM],i,10,14%[87.6 µM]
Cc1cc(C(=O)N2CCC(n3c(C)cnc3C3CCC3)CC2)nn1C,11%,i,3%,i,i,-1,9%
O=C(C1CCCC1)N1CCCC(n2cc(-c3nc(-c4ccccc4)no3)nn2)C1 (stereo not drawn),?,?,-2%,i,?,0,78%[activator]
COc1ccccc1N1CCN(C(=O)c2nc(SC)ncc2Cl)CC1,·,·,-20%,·,·,-10,2%
O=C(Nc1ccc2c(c1)OCCO2)N1CCCC(c2nnnn2-c2ccccc2)C1 (stereo not drawn),·,-27%,-15%,i,?,12,98%[activator]
COCCNC(=O)C1COC2(CCN(C(=O)c3ccc(F)cc3)CC2)N1C(=O)c1cccc(OC)c1 (stereo not drawn),-5%,-18%,-2%,i,-4%,13,-12%
Cc1ccc(NC(=O)CN(C)S(=O)(=O)c2ccc3[nH]c4c(c3c2)CCCC4)c(Cl)c1,·,·,-6%,·,·,24,?
COc1ccccc1NC(=O)CN1C(=O)CC(c2ccc(C)c(C)c2)=Nc2ccccc21,·,·,-11%,·,·,-12,110%[activator]
CNC(=O)CCn1ncc2cc(OC3CCc4cccc(-c5ccc(F)cc5)c43)ccc21 (stereo not drawn),1%[172 µM],?,?,?,63µM*,-9,?
NCc1cn[nH]c1-c1ccccc1,10%,i,-8%,-13%,-3%,-4,6%
O=C(NCc1ccc(F)cc1)c1ccc2nnc(-c3cc[nH]c3)n2c1,·,?,6%[87.6 µM],i,-6%[172 µM],-9,-11%[87.6 µM]
CCc1ccc(NC(=O)C(=O)NCC(c2cccnc2)N2CCc3ccccc3C2)cc1 (stereo not drawn),·,·,-8%,·,·,19,?
CCn1c(C)cc(C)c(C(=O)NCC2CCOc3ccccc3C2)c1=O (stereo not drawn),0%,4%,-4%,-5%[11.5 µM],-3%,-7,-15%
Fc1ccc(CSc2nc(NCc3ccccc3)c3ccccc3n2)cc1,·,·,11%,·,·,14,-25%
COc1cc(C2CC(=O)c3c([nH]c(C(=O)OC4CCCCC4)c3C)C2)cc(OC)c1OC (stereo not drawn),·,·,-15%,·,·,8,-29%
Cc1nn(-c2ccccc2)c(Oc2ccccc2F)c1CCC(=O)NC1CC1,7%,?,2%,i,?,21,-4%
CC(C)S(=O)(=O)N[C@H]1CCOC[C@@H]1c1ccc(-c2ccc(C#N)s2)cc1,·,·,-7%,i,·,-7,·
O=C(NCc1cccs1)c1ccc2nc(-c3ccncc3)oc2c1,·,-12%[138 µM],4%[87.6 µM],-6%[88.5 µM],-20%[172 µM],3,8%[87.6 µM]
CCCCN1C(=O)[C@@H]2C[C@@H](O)CN2C2(CN(Cc3cnc[nH]3)C2)C1=O,17%[172 µM],-16%[174 µM],1%[87.6 µM],-22%[88.5 µM],-4%[172 µM],5,2%[87.6 µM]
COc1cccc(-c2ccc(C(=O)NCCNC(=O)c3ccccc3C)cc2)c1,·,-19%,·,·,-27%,-10,·
C#C[C@]1(O)CC[C@H]2[C@@H]3[C@H](C)CC4=C(CCC(=O)C4)[C@H]3CC[C@@]21C,·,·,3%[23.9 µM],i,·,21,-16%[25.6 µM]
Oc1c(C(c2ccccc2F)N2CCOCC2)sc2nc(-c3ccco3)nn12 (stereo not drawn),·,·,-8%,·,·,-17,-5%
Cn1cc(-c2cnc3[nH]cc(CC(=O)NCc4cccc(F)c4)c3c2)cn1,-17%[172 µM],25µM*,-1%[87.6 µM],-7%[88.5 µM],?,-16,21%[87.6 µM]
Cc1ccc(N2CCN(S(=O)(=O)c3nnc(NC(=O)c4ccccc4)s3)CC2)cc1,·,·,-9%,·,·,1,-5%
CCN1CCN(C(=O)c2cn3cc(-c4ccc(C)cc4)sc3n2)CC1,·,?,-23%,i,?,5,138%[activator]
COCc1noc([C@@H]2CN(Cc3ccc(F)c(OC)c3)C[C@H]2C(N)=O)n1,-1%,i,4%,-4%,i,2,-4%
Cc1nc(-c2c3n(c(=O)n(CC(=O)Nc4cccc(F)c4)c2=O)CCCCC3)no1,1%,4%,-9%,-11%,0%,28,3%
COc1cc(NC(=O)c2ccc(N3CC4CC(C3)[C@H]3CCCC(=O)N3C4)nc2)cc(OC)c1 (stereo partly drawn),0%,-34%,-5%,i,-13%,13,24%
Cc1cnc(CC2CCN(C(=O)C3CC3)C2)n1CC1CC1 (stereo not drawn),5%,-11%,?,i,2%,-11,-1%
COc1ccccc1-c1cccc(C(=O)N2CCN(C(=O)c3ccccc3C)CC2)c1,·,35µM*,-25%[12.5 µM],2%,32µM*,1,-9%
Cc1cccc(NC(=O)/C(C#N)=C/c2ccco2)c1,·,·,-2%,·,·,11,110%[activator]
CC(C)N1C[C@@H](COc2ccccc2)[C@H](c2ccccc2)[S+]1(=O)[O-],·,?,·,·,?,24,·
# (cont.)
SMILES,FLuc inh,NIH3T3 tox,HEK293 viab,GPT2 inhibitor,HEK cytotox,IP6K1 inhibitor,SNCA expr inhib
Cc1nc(CCC(=O)N2CCC(Cc3ccc(C(=O)O)cc3)C2)n[nH]1 (stereo not drawn),-2%,-5%,-2%,4%,-6%,0,-12%
OC1(CN2CCN(c3ccc(F)c(Cl)c3)CC2)CCCNC1 (stereo not drawn),15%,?,1%,i,79µM*,8,-16%
CS(=O)(=O)N1C[C@H]2CCN(Cc3cc(Cl)ccc3F)C[C@H]21,3%,-24%,2%[12.5 µM],i,?,27,2%
COCC(=O)N1CC(C(=O)NCCc2ccc(OC)cc2)CC(c2ccc(F)c(C)c2)C1 (stereo not drawn),-2%,?,5%,2%,?,22,1%
CCc1cccc(C)c1NC(=O)Cn1c(=O)cc(C)c2c(C)nn(-c3cccc(F)c3)c21,·,·,-6%,·,·,-4,17%
CC(C)NC(=O)N(C1CCOCC1)C1CNC1,-1%,i,8%,i,0%,-2,?
CS(=O)(=O)N(Cc1cccnc1)C1CN(C(=O)NCc2ccccc2)C1,-2%,-13%,0%,0%,-6%,-13,-8%
CCN(CC)C(=O)c1sc2c(c1C)c(=O)n(-c1ccc(C)c(C)c1)c(=O)n2Cc1cccc(Cl)c1,·,·,19%,·,·,3,-26%
CCOc1ccc(C(=O)Nc2ccc3nc(SCC(=O)N4CCc5ccccc54)sc3c2)cc1,·,·,?,·,·,0,-28%
CC1(C(=O)NCCc2ccccn2)CCc2cnc(NCc3ccccc3)nc21 (stereo not drawn),-6%[172 µM],40µM*,2%[87.6 µM],2%[88.5 µM],-30%[172 µM],-9,?
CCc1nn(-c2ccccc2)c(Oc2ccc(C)cc2)c1CCC(=O)N1CCSCC1,8%,?,-10%,-15%,40µM*,-15,-17%
Cc1ccc(Nc2c(-c3c[nH]c4ccccc34)nc3cc(C)ccn23)cc1,·,·,-21%,·,·,-13,28%

# By substructure: the compounds so far with two or more sulfur atoms.
SMILES,FLuc inh,NIH3T3 tox,HEK293 viab,GPT2 inhibitor,HEK cytotox,IP6K1 inhibitor,SNCA expr inhib
CCOc1ccc(S(=O)(=O)NCC(c2cccs2)S(=O)(=O)c2ccc(C)cc2)cc1 (stereo not drawn),·,·,-8%,·,·,20,-14%
CC(C)S(=O)(=O)N[C@H]1CCOC[C@@H]1c1ccc(-c2ccc(C#N)s2)cc1,·,·,-7%,i,·,-7,·
Cc1ccc(N2CCN(S(=O)(=O)c3nnc(NC(=O)c4ccccc4)s3)CC2)cc1,·,·,-9%,·,·,1,-5%
CCOc1ccc(C(=O)Nc2ccc3nc(SCC(=O)N4CCc5ccccc54)sc3c2)cc1,·,·,?,·,·,0,-28%

# A portion of the library; rates above refer to the full screens.
